human PMI inhibition = inhibitors of human PMI, primary screen, biochemical, fluorescence intensity, coupled assay (AID 1209); purified PMI enzyme, coupled fluorescence intensity; higher % means a stronger effect; inhibition, % at 20 µM, or IC50 in µM where a hit was titrated; hit rate 0.42% among 190,000;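 also: plate controls were DMSO vehicle for no effect and wells lacking substrate for full effect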
M17LAP inhibition = P. falciparum M17LAP inhibitors, primary screen, biochemical, fluorogenic H-Leu-NHMec substrate, 1536-well (AID 1619); hit rate 0.38% among 220,000; one-dose inhibition, % at 30 µM; IC50 in µM for titrated hits; recombinant M17LAP, H-Leu-NHMec fluorogenic kinetic assay; higher % means a stronger effect;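 active = compound inhibiting the enzyme by more than half at any dose during confirmatory dose-response retesting; inconclusive = strong single-dose inhibitors picked by rank but not retested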;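 also: plate controls were full reaction with DMSO carrier for no effect and no enzyme background for full effect; strong numbers were not always called active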
LYP phosphatase = inhibitors of LYP phosphatase, biochemical, fluorescence intensity, uHTS (AID 1779); recombinant LYP phosphatase, fluorescence intensity; higher % means a stronger effect; one-dose inhibition, % at 11.5 µM; IC50 in µM for titrated hits; hit rate 0.054% among 290,000;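 also: plate controls were vehicle with enzyme for no effect and no enzyme for full effect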
AID2073 = disruptors of CaV2.2 binding to Mint1 – biochemical, HTRF (AID 2073) | HTRF protein-protein interaction, Mint1-CaV2.2; higher % means a stronger effect | inhibition, % at 20 µM, or IC50 in µM where a hit was titrated | hit rate 0.19% among 290,000; in the data active = inhibition mostly above about 51%, no sharp cut-off; inconclusive = no clear call, values can overlap the other calls; inactive = mostly below about 53%; also: some results filed as inactive read as strong as hits
M1AAP inhibition = P. falciparum M1AAP inhibitors, biochemical, fluorogenic H-Leu-NHMec substrate, 1536-well (AID 1445); hit rate 0.42% among 220,000; inhibition, % at 30 µM, or IC50 in µM where a hit was titrated; recombinant M1AAP, H-Leu-NHMec fluorogenic kinetic assay; higher % means a stronger effect;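 active = primary inhibition above the hit cutoff, then over 50% inhibition at one or more dose response concentrations, cut at about 23% in these data, passing the limit was not always enough; inconclusive = conflicting primary data, or primary hits not chosen for dose response; inactive = low primary inhibition, or under 50% at every dose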;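 also: plate controls were DMSO full reaction for no effect and no enzyme background for full effect; strong numbers were not always called active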
XIAP antagonists = XIAP antagonists, biochemical, IAP family, fluorescence polarization (AID 1018) | XIAP BIR domain, fluorescence polarization peptide displacement; higher % means a stronger effect | hit rate 0.007% among 200,000 | displacement, % at 20 µM, or IC50 in µM where a hit was titrated; in the data active = displacement above about 50%; also: a part of the inactive calls stands beside numbers as strong as those of hits
Dynein cargo inh = blocks dynein driven cargo transport along microtubules; 3617.4 mouse cells, GR-EGFP nuclear translocation imaging; test concentration mostly 20 µM; stimulated with dexamethasone, 1 µM; stronger effect = lower value; z-score, hits read low; hit rate 0.47% among 220,000; AID 1381;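 active = plate z-score of nuclear minus cytoplasmic receptor signal below a set negative limit, without overly bright fluorescence or cell loss, cut at about -3.5 in these data, passing the limit was not always enough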;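 also: z-score of nuclear minus cytoplasmic ring GR-EGFP intensity difference per well; some compounds called inactive have numbers as strong as hits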
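Buffer or medium: Induction medium lacking tetracycline, stripped serum | Also added: Dexamethasone agonist, 1.0 µM final, for 30 min | Timing: 48 h induction, 1 h compound, 30 min dex at 37 °C | Detection: Formaldehyde fixation, Hoechst nuclear stain, 10x automated fluorescence imaging | Measure: Nuclear versus cytoplasmic GR-EGFP signal, averaged per well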
Siah-1 displacement = Siah-1 peptide-binding antagonists, primary screen, biochemical, fluorescence polarization, rhodamine-plectin, uHTS (AID 1817); Siah-1 / rhodamine-plectin peptide fluorescence polarization; higher % means a stronger effect; one-dose displacement, % at 20 µM; IC50 in µM for titrated hits; hit rate 0.02% among 290,000;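 active = displacement of at least 50% at 20 µM, with a fluorescence ratio check between 0.3 and a set limit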;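 also: plate controls were Siah plus tracer with DMSO for no effect and tracer alone without Siah for full effect; strong numbers were not always called active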
PMI inhibition = MPI inhibition at elevated mannose 6-phosphate – biochemical, fluorescence intensity, high mannose 6-phosphate, primary screen (AID 1220); recombinant PMI enzyme, coupled fluorescence intensity; higher % means a stronger effect; one-dose inhibition, % at 20 µM; IC50 in µM for titrated hits; hit rate 0.66% among 190,000
Dynein cargo inh cytoplasmic EGFP = recorded beside Dynein cargo inh, whose call it bears; z-score; measured here: cytoplasmic GR-EGFP intensity; stronger effect = higher value
Dynein cargo inh nuclear GR-EGFP = also measured in Dynein cargo inh; calls as there; z-score; measured here: nuclear GR-EGFP intensity;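 lower value marks the stronger effect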
Dynein cargo inh cell count = second read-out of Dynein cargo inh, no call of its own (marks repeat the call); z-score; measured here: cell count per field
Starred values were filed as active, the others as inactive; ? = inconclusive; · = not tested or not shown. Rule as the data show it, unless noted: active = inhibition above about 50%; inactive = the rest.

Value order – human PMI inhibition, M17LAP inhibition, LYP phosphatase, AID2073, M1AAP inhibition, XIAP antagonists, Dynein cargo inh, Dynein cargo inh cytoplasmic EGFP, Dynein cargo inh nuclear GR-EGFP, Dynein cargo inh cell count, Siah-1 displacement, PMI inhibition
> Cc1c(O)c2c(=O)n(-c3ccccc3)c(-c3ccccc3)cc2oc1=O
 : -1%, -9%, -6%, 6%, 5%, 3.9%, -0.85, -0.26, -0.64, 0.52, -1%, -5%
> CCOC(=O)/C(C#N)=C1/CCCCCN1C
 : -5%, 4%, -3%, 3%, 3%, -2.4%, 4, 0.91, 2.5, -2.5, -1%, -4%
> COc1ccc(Cc2nc(-c3ccccn3)no2)cc1OC
 : 13%, -5%, -6%, 0%, 11%, -6.8%, 0.8, -0.2, 0.052, 0.16, -1%, 12%
> O=C(O)c1cc2nccc(-c3ccc(F)cc3)n2n1
 : -8%, 3%, 0%, 21%, 7%, -42%, -1.3, -0.38, -1.1, 1.8, -4%, 5%
> Cc1nc(Cl)c(C(=O)NC(=O)Nc2cccc(C(F)(F)F)c2)c(C)c1[N+](=O)[O-]
 : -9%, 6%, 4%, 5%, 4%, -7.2%, -1.6, 0.47, -0.62, -0.48, -1%, -4%
> O=C1N/C(=C/c2ccc(Br)s2)C(=O)N1c1ccccc1
 : 5%, 9%, -4%, -2%, 2%, -2.1%, -0.37, -0.23, 0.019, -0.49, -3%, 4%
> O=C1N=c2ccc(Br)cc2=C1c1sc(=S)n(NS(=O)(=O)c2ccccc2)c1O
 : 6%, 32%, 2%, 24%, <1µM*, -3.9%, -0.16, -0.31, -0.062, 0.65, -6%, 40%
> COCCNC(=O)CN(C(=O)CCC(=O)Nc1ccccn1)c1ccc(F)c(Cl)c1
 : -5%, 2%, -8%, 37%, 19%, -2.8%, -1.1, -0.18, -0.33, 0.73, -1%, -6%
> Cc1nn(-c2ccccc2)c(C)c1/C=N/NC(=O)c1ccccc1NS(=O)(=O)c1cccs1
 : -2%, 28%, -15%, 7%, 17%, -8.9%, -0.68, -0.22, 0.31, 0.28, -6%, -10%
> COc1ccc(NC(=O)CS(=O)CC(=O)NCC2OCCc3ccccc32)cc1 (stereo unspecified)
 : -5%, 2%, -5%, -5%, 2%, -4.1%, 0.14, -0.1, 0.19, 0.018, 10%, -5%
> CCCCOc1ccc(NC(=O)C2CC=CCC2C(=O)O)cc1 (stereo unspecified)
 : 0%, ·, -8%, 0%, ·, -1.9%, 0.47, -0.38, 0.18, -0.48, 1%, -2%
> CC(C)c1ccc(NC(=O)N2CCC(c3nc4ccccc4o3)CC2)cc1
 : 15%, 0%, -1%, 7%, -2%, -8.3%, -0.61, -0.2, -0.29, 0.48, 2%, 16%
> O=C1c2ccccc2C(=O)N1C/C=C/CN1C(=O)c2ccccc2C1=O
 : 7%, -8%, 0%, 0%, 3%, 3.5%, -0.25, -0.25, -0.0041, 0.084, 10%, 4%
> CC(=O)Nc1ccc(NC(=O)CCCSc2nc3ccccc3s2)cc1
 : -1%, 7%, -10%, 22%, 4%, -9.2%, -0.84, -0.26, -0.27, 0.79, -2%, -2%
> COc1ccc(C(=O)NCCCn2ccnc2)cc1[N+](=O)[O-]
 : ·, ·, -12%, 41%, ·, ·, 0.1, -0.68, -0.14, -0.13, -5%, ·
> Cc1cc(C)c(C)c(S(=O)(=O)N[C@@H](C)C(=O)OCC(N)=O)c1C
 : -5%, 1%, 1%, 10%, 3%, -4.8%, 0.91, -0.19, 0.49, -0.49, 0%, 2%
> CC12CC(c3ccccc3O1)C(C(=O)N1CCOCC1)C(=O)N2 (stereo unspecified)
 : 11%, 11%, -3%, -5%, 4%, -0.3%, -0.9, -0.39, -0.27, 0.91, 0%, 7%
> O=C(O)c1sccc1SCc1ccc(Cl)c(Cl)c1
 : -7%, 71%, 2%, 14%, -4%, 0.3%, -0.059, -0.22, -0.52, 0.71, 0%, -8%
> CCOc1ccc(CN2C(=O)CC(=O)N(S(=O)(=O)c3ccc(OCC)cc3)C2=O)cc1
 : ·, 19%, -3%, 2%, 7%, ·, -0.48, -0.27, -0.21, 0.7, 1%, ·
> Cc1ccc(C)c(NC(=S)NCCc2c[nH]c3ccccc23)c1
 : ·, -3%, -5%, -12%, -2%, ·, -0.76, -0.24, -0.37, 0.048, -2%, ·
> CCOC(=O)CSc1nnc(NC(=O)c2cccc(S(=O)(=O)N3CCCC3)c2)s1
 : 2%, -1%, -8%, 2%, 11%, -3.3%, 0.44, -0.24, 0.24, -0.31, -2%, -2%
> O=C(COc1ccc2ccccc2c1CN1CCOCC1)N1CCc2ccccc21
 : 4%, -11%, -7%, -2%, 7%, -0.2%, -0.68, -0.19, -0.17, 1.1, 4%, -1%
> O=C(CNC(=O)c1ccccc1)OCc1cccc(Br)c1
 : 3%, -1%, -3%, -2%, 1%, -3.1%, -0.68, -0.3, -0.35, 0.98, -2%, -6%
> S=c1[nH]ncn1-c1ccccn1
 : 17%, 0%, -5%, -21%, -1%, -1.8%, -1.2, -0.23, -0.61, 1.2, -3%, 8%
> COc1cc([N+](=O)[O-])cc(/C=N/N(CCC#N)C(C)=O)c1O
 : 17%, 12%, -3%, 2%, 13%, -2.2%, 0.57, -0.2, 0.16, -0.56, 12%, 40%
> COc1ccc(Cl)c(Cn2c(NCCCN(C)C)nc3c2c(=O)n(C)c(=O)n3C)c1
 : 12%, -4%, 0%, 27%, 7%, -7.7%, -0.19, -0.24, 0.18, 0.2, -2%, -2%
> O=C(NNc1ccccn1)c1ccc(Cl)nc1
 : 15%, 18%, -1%, 0%, 5%, 2.9%, -0.3, -0.33, -0.48, 0.59, 6%, 9%
> Cc1ccc2nc(N3CCN(S(=O)(=O)c4ccc(C)c(Cl)c4)CC3)c(C#N)cc2c1
 : 19%, -10%, -2%, ?, 0%, -6.5%, -0.88, -0.36, -0.53, 1, -3%, 12%
> O=C(COc1ccccc1)N(Cc1ccccc1)c1nc(-c2ccccc2)cs1
 : 5%, -6%, 1%, 12%, 1%, 0.1%, -0.37, -0.18, 0.23, 0.28, 3%, 7%
> CC(=O)NNC(=O)c1cc2c3ccccc3n(C)c2s1
 : 2%, 11%, 0%, 13%, 11%, 1.7%, 1.1, -0.095, 0.71, -1.6, -7%, 5%
> COc1cccc(NC(=S)NNC(=O)Cn2nc([N+](=O)[O-])cc2C)c1
 : -7%, 3%, -6%, -5%, -11%, -9.6%, 0.12, -0.19, 0.031, 0.07, 7%, -8%
> COc1ccc(NC(=O)CSc2cc(C)ccc2C)cn1
 : 8%, 29%, -9%, 8%, 4%, -2.7%, -0.16, -0.25, -0.67, 0.99, -3%, 10%
> CCN(CC)S(=O)(=O)c1ccc2c(c1)nc(SCC(N)=O)n2-c1ccc(OC)cc1
 : 2%, 0%, -6%, 3%, -4%, -4.0%, -0.06, -0.19, -0.0095, 0.87, -2%, 1%
> C=C(C)CSc1nnc(CCCCCNC(=O)OC(C)(C)C)o1
 : ·, 0%, -9%, -1%, -1%, ·, -0.23, -0.23, -0.15, -0.28, 10%, ·
> CCOC(=O)c1c(NC(=S)Nc2ccccc2)sc2c1CCN(C)C2
 : 39%, 19%, -3%, -14%, 5%, -7.2%, -0.56, -0.15, -0.46, -0.35, 3%, 49%
> O=C(NCCOc1ccccc1)c1ccccc1NC(=O)C1CCCO1 (stereo unspecified)
 : 0%, -12%, -16%, -2%, 5%, -5.3%, -0.65, -0.13, -0.31, 0.64, -2%, 0%
> CCCNc1ncnc2sc(C)c(C)c12
 : 11%, -5%, -7%, 2%, 0%, -5.2%, 0.13, -0.24, 0.12, 0.4, 8%, 13%
> COc1ccnc(Oc2ccccc2)c1C(N)=O
 : 21%, 5%, 1%, -14%, 10%, -2.7%, 0.075, -0.32, 0.062, 0.51, -1%, 15%
> CCCC(=O)N1CC(=O)Nc2ccc(F)cc2C1c1ccccc1 (stereo unspecified)
 : -4%, -1%, -9%, -1%, -2%, -4.6%, 0.82, 0.21, 0.9, -1.1, 1%, 2%
> O=[N+]([O-])c1cccc(/C=N\N2CCN(Cc3ccccc3Cl)CC2)c1
 : 1%, -7%, 1%, 0%, -1%, -0.2%, -0.48, -0.22, -0.39, -0.08, 4%, 2%
> Clc1ccc(OCc2nc(-c3ccncc3)no2)c(Br)c1
 : 20%, 3%, -4%, 11%, 12%, -4.2%, -0.1, -0.13, 0.066, -0.23, -3%, 19%
> Nn1c(SCc2cccc(F)c2)nnc1-c1cccnc1
 : ·, -1%, -8%, -11%, -1%, ·, 0.55, -0.26, -0.074, 0.97, 0%, ·
> CN(C)/C=C/C(=O)c1cnc(-c2cccc(Cl)c2)s1
 : -3%, -3%, 2%, 9%, 4%, -4.6%, 0.73, -0.29, 0.37, -1.6, 4%, -3%
> COc1cc(CN2CC(=O)N(c3ccc(C)c(C)c3)C2=S)cc(OC)c1OC
 : 6%, 1%, 1%, -5%, 6%, -9.0%, 0.82, -0.21, 0.83, -1.7, 0%, 8%
> CN(CCc1ccccn1)C(=O)CC1C(=O)NCCN1Cc1ccccc1C(F)(F)F (stereo unspecified)
 : -3%, 0%, -7%, 10%, 8%, -2.0%, -0.57, -0.32, -0.23, 1.1, -1%, 30%
> CC(=O)NC(CC(=O)c1ccc([N+](=O)[O-])cc1)C(Cl)(Cl)Cl (stereo unspecified)
 : 10%, -3%, -11%, -3%, -2%, -12%, -0.42, -0.21, -0.25, 0.21, -2%, 5%
> CC1=NOC(=O)/C1=C/c1ccc(-c2ccc(Cl)cc2)o1
 : 22%, -7%, 4%, 30%, 5%, -3.7%, -0.96, 0.076, -0.18, 0.13, 0%, 13%

Assay outcomes: PubChem BioAssay, several laboratories
